Source: PubChem
3CLpro inhibitor: SARS-CoV 3CLpro protease inhibitors, primary screen, biochemical, quenched FRET | Replicase polyprotein 1ab (Severe acute respiratory syndrome coronavirus), P0C6X7 | recombinant SARS-CoV 3CLpro, quenched FRET peptide cleavage | inhibition, % at 6 µM | 290,000 tested, 0.14% active | AID 1706, 2009; in the data active means inhibition above about 12%
TcdB GH inh: TcdB glycohydrolase inhibitors, primary screen, biochemical, single point, plate reader. inhibition, % at 9.99 µM. Toxin B (Clostridioides difficile), P18177. 350,000 tested, 0.24% active. TcdB glycohydrolase enzymatic assay; in the data active means inhibition above about 10%
MazF activator: activators of E. coli MazEF toxin-antitoxin RNase, primary screen, biochemical, fluorescence, uHTS; AID 504720, 2011; 350,000 tested, 0.32% active; FAM/BHQ RNA-DNA oligo cleavage fluorescence, 5 h; activation, % at 20 µM; Endoribonuclease toxin MazF (Escherichia coli (strain K12)), P0AE70; in the data active means activation above about 50%
Target sequence (P0AE70 whole entry, looked up): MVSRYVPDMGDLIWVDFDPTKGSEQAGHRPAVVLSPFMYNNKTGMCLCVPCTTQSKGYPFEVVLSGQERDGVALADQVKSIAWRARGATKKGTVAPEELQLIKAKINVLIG
Anthrax LF inh2: Bacillus anthracis LF protease inhibitors, primary screen, biochemical, multiplex microsphere, MLPCN library; multiplex microsphere protease cleavage assay; 360,000 tested, 0.12% active; inhibition, % at 10 µM; in the data active means inhibition above about 30%; further: plate controls were buffer without enzyme for full effect and enzyme alone for no effect
SSB-PriA inh: inhibitors of Klebsiella pneumoniae PriA binding to SSB C-terminal tail, primary screen, biochemical, AlphaScreen | 430,000 tested, 0.6% active | PriA–SSB C-terminal tail interaction (Klebsiella pneumoniae) | inhibition, % at 33 µM | AID 1272365, 2023 | AlphaScreen SSBct-PriA binding, biotinylated peptide; in the data active means inhibition mostly above about 37%, no sharp cut-off; inactive means mostly below about 20%;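 further: plate controls were negative control peptide for no effect and reference peptide for full effect; strong numbers were not always called active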
PfHsp40 rescue: rescue of yeast from PfHsp40 toxicity, primary screen, S. cerevisiae, ATP luminescence; 340,000 tested, 0.68% active; S. cerevisiae expressing PfHsp40, growth rescue; growth rescue, % at 12.5 µM; in the data active means growth rescue above about 28%, passing the limit was not always enough;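 further: yeast W303a lacking pdr1 and pdr3 grown in galactose medium; growth measured after three days at 30 °C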
Yp Topo-I inh: Yersinia pestis topoisomerase I inhibitors, primary screen, biochemical, cleavage product accumulation, plate reader, single point; DNA topoisomerase I (Yersinia pestis CO92); Y. pestis Topo-I cleavage product accumulation; activity, % at 10 µM; 360,000 tested, 0.064% active; AID 504884, 2011; in the data active means activity above about 50%, passing the limit was not always enough; further: inactives centre near 2
Rv3671c protease: Rv3671c serine protease inhibitors, primary screen, biochemical, fluorescence polarization, M. tuberculosis H37Rv. P9WHR9. inhibition, % at 5.96 µM. 320,000 tested, 0.048% active. AID 2606, 2010; in the data active means inhibition above about 38%;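 further: extracellular domain of Rv3671c used as enzyme; 0% = enzyme with DMSO and 100% = no enzyme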
Target sequence (P9WHR9 whole entry, looked up, the tested form may be a part): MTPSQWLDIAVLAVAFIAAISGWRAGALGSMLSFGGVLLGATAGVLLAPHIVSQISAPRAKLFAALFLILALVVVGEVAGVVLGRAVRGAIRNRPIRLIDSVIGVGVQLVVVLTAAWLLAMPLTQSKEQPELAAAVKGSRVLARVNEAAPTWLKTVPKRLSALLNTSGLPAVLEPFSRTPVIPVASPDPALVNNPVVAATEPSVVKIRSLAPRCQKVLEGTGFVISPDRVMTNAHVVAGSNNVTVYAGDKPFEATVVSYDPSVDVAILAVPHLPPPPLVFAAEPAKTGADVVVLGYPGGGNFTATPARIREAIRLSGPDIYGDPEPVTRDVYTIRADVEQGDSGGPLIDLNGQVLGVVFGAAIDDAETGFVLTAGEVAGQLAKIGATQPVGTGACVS
DUSP3 inh: VHR1 phosphatase inhibitors, primary screen, biochemical, absorbance, uHTS; Dual specificity protein phosphatase 3 (Homo sapiens), P51452; recombinant VHR phosphatase, pNPP absorbance; inhibition, % at 13.3 µM; 290,000 tested, 0.52% active; in the data active means inhibition above about 50%; further: some compounds called inactive have numbers as strong as hits
Target sequence (P51452 whole entry, looked up): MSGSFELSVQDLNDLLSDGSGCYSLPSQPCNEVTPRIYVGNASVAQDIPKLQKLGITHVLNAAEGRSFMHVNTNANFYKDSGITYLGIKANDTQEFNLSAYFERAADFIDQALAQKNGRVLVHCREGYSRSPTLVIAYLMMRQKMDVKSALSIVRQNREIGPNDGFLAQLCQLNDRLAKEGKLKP
BH1578 lux ind: inducers of Vibrio cholerae quorum light production without autoinducers, primary screen, BH1578 luxS cqsA deficient, single point; AID 588436, 2011; 350,000 tested, 0.16% active; V. cholerae BH1578 lux reporter, luminescence, 6 h; activation, % at 18.7 µM; in the data active means activation mostly above about 9.7%, no sharp cut-off; further: not every result past the cut was called active; inactives centre near 0; reference of the scale not given here
Starred values were filed as active, the others as inactive; i = inactive; x = no result given. Not all compounds are listed (hit frequency here may not be typical).

SMILES	3CLpro inhibitor	TcdB GH inh	MazF activator	Anthrax LF inh2	SSB-PriA inh	PfHsp40 rescue	Yp Topo-I inh	Rv3671c protease	DUSP3 inh	BH1578 lux ind
CC[C@H](C)C(C(=O)N1CCN(C(=O)OC(C)(C)C)CC1)n1cc(C(CO)NC(=O)OC(C)(C)C)nn1 (stereo partly drawn)	5	1.5	8	-8	-13	-1.2	13	-6	3	i
CC[C@@]1(C(=O)OC)N[C@H](CN(C)S(=O)(=O)c2ccc(C(C)(C)C)cc2)[C@@H]2C(=O)N(Cc3ccccc3)C(=O)[C@@H]21	x	0.6	-12	0	-12	0.4	-6	3	x	-0.2
Cc1ccc(-c2ccccc2)n1-c1cccc(C(=O)O)c1	2	-2.4	2	-5	2	-1.3	3	-2	-19	i
CC(C)NC(=O)c1ccc(Sc2ccccc2)c([N+](=O)[O-])c1	-5	x	1	-4	-10	4.0	9	3	-13	-0.4
CCOP(=O)(OCC)C(O)c1ccc2c(c1)OCO2 (stereo not drawn)	-4	0.4	-1	-4	-19	0.2	2	9	13	-0.6
COc1ccc(OC)c(C(c2nnnn2CC2CCCO2)N2CCN(C)CC2)c1 (stereo not drawn)	-5	x	1	1	-15	0.9	-1	-3	-10	i
O=c1cc(CO)oc(CN2CCN(CCO)CC2)c1O	4	x	1	-14	-1	0.6	2	-10	10	x
Cc1ccccc1OCc1nnc(SC(C)C(=O)O)n1-c1ccccc1 (stereo not drawn)	x	0.7	6	-5	x	x	1	x	x	i
CC(C)CNC(=O)CC(=O)N/N=C/c1cccs1	1	x	0	-1	x	-0.4	-3	7	-2	-0.3
CC(CCN1CCN=C1N(C)C)c1ccccc1 (stereo not drawn)	x	-1.9	1	-1	-3	-1.3	7	-2	x	-0.6
COc1ccc(C(=O)N/C(=C\c2cn(S(=O)(=O)N(C)C)c3ccccc23)C(=O)N2CCN(C)CC2)cc1	-3	3.0	3	0	-7	-1.1	13	-8	13	i
Cc1ccc(NC(=O)CNC(=O)c2cccs2)nc1	x	2.4	-3	x	0	2.2	1	0	x	i
O=C(O)CN1C(=O)C(=O)N(Cc2cccc(F)c2)C1=O	1	1.3	-1	-8	-4	-1.2	3	-4	7	i
COc1ccccc1CNC(=O)C(=O)NCC1OCCN1S(=O)(=O)c1ccc2c(c1)OCCO2 (stereo not drawn)	-2	0.8	-7	-2	-9	-0.7	22	7	0	-0.2
O=c1ccn(Cc2ccccc2Cl)cc1	-2	x	13	-5	-2	2.9	6	-4	14	i
C(=C\c1nnc(-c2cccs2)o1)/c1ccccc1	-1	0.7	2	-5	-21	2.6	10	-12	23	i
COCc1c(C(=O)N/N=C(/C)c2ccc(OCc3ccccc3)cc2)nnn1-c1nonc1N	1	0.0	-26	-4	x	-1.0	4	9	11	-0.4
CN(CC(=O)NCc1ccccn1)S(=O)(=O)c1ccccc1	-9	x	2	3	2	-0.1	2	7	21	i
COCCN(C(=O)CSc1nnc(-c2cccc(C)c2)n1C)c1c(N)n(Cc2ccccc2)c(=O)[nH]c1=O	2	0.4	6	-10	-8	2.0	-6	3	22	i
CC(C)(C)n1nnnc1C(c1cccc(C#N)c1)N1CCCCCC1 (stereo not drawn)	-3	x	-3	2	-15	-1.6	4	-2	24	i
CCc1nc2c(OCc3ccc(Cl)cc3)cccn2c1N(C)C(=O)c1ccco1	x	2.1	x	-5	x	x	22	x	x	-3.0
CS(=O)(=O)c1ccc(Cl)c(NC(=O)COC(=O)Cc2c[nH]c3ccccc23)c1	x	1.2	2	-1	3	-0.2	-1	8	x	-1.2
CC(C)C(=O)N1CCN(c2ccccc2NC(=S)NC(=O)c2cccs2)CC1	4	0.5	-3	2	0	-0.1	-6	3	22	-0.3
CCN(CC)S(=O)(=O)c1ccc(Cl)c(C(=O)NCc2ccco2)c1	4	0.8	3	-5	-11	-0.1	2	-6	11	x
CCCCOc1cccc(C(=O)Nc2ccc(S(=O)(=O)Nc3nnc(CC)s3)cc2)c1	10	-9.2	1	1	3	2.5	25	-8	-16	i
O=C(Nc1ccc(Cl)cc1)N1CCSCC1	2	x	1	-15	-6	-0.1	7	-5	6	i
CCN(CC(=O)Nc1cc(Cl)ccc1C)C(=O)COc1cccc2c1OC(C)(C)C2	3	3.0	-4	-2	6	0.3	22	8	28	i
Cc1ccc(NC(=S)N(CCN2CCOCC2)Cc2cc3cc4c(cc3[nH]c2=O)OCO4)cc1	4	x	4	-3	-11	1.4	15	10	18	-0.3
CC(c1nnc(SCC(=O)Nc2sccc2C#N)n1-c1ccc(Cl)cc1)N(C)C (stereo not drawn)	2	-1.3	9	-2	11	0.1	5	4	23	1.5
Cc1ccc(N2C(=O)C3C(C2=O)C2C=CC3C23CC3)cc1 (stereo not drawn)	-2	x	-2	-3	-13	-1.1	3	7	24	i
CC12CC[C@H]3[C@@H](CCC4(O)C[C@H](O)CCC34/C=N/NC(=O)c3ccccc3F)C1(O)CCC2C1=CC(=O)OC1 (stereo partly drawn)	7	0.6	5	-1	i	0.2	1	-6	10	4.2
COc1ccc(Cc2nnc(SCC(=O)Nc3c(C)cccc3C)[nH]c2=O)cc1	x	0.8	0	-1	-4	-0.7	9	2	x	-5.9
Cc1cc(N)n2ncc(-c3ccccc3)c2n1	2	x	1	-9	-12	0.7	-5	4	8	0.0
Cc1cccc(C(=O)Nc2nnc(C3=COCCO3)o2)c1	7	0.4	-7	12	-4	2.2	2	5	30	4.0
O=C(CN1C(=O)NC(Cc2ccccc2)C1=O)Nc1ccc(OC(F)(F)F)cc1 (stereo not drawn)	x	0.9	2	2	-9	0.6	-6	-7	x	i
Cc1cc(/C=N/NC(=O)c2ccc(O)cc2)c(C)n1CC(C)C	-2	-1.0	-9	3	i	-1.0	-8	6	2	i
Cc1ccc2nc(Cl)c(C3CC(c4ccco4)=NN3S(C)(=O)=O)cc2c1 (stereo not drawn)	6	-0.4	4	x	3	1.0	4	10	12	-0.5
CN(Cc1ccccc1)C(=O)c1ccc(NC(=O)Cc2ccc(NC(=O)C3CCCN(S(=O)(=O)c4cccc([N+](=O)[O-])c4)C3)cc2)cc1 (stereo not drawn)	x	0.0	-9	-6	-6	-0.2	-3	x	x	1.1
COC(=O)c1ccc(NC(=O)C23CC4CC(C2)CC(n2cncn2)(C4)C3)cc1	4	x	-7	-4	-7	-2.1	5	3	9	i
O=C(OCC(=O)N1CCN(c2ccccc2)CC1)c1ccncc1	x	0.2	4	0	-3	-1.7	15	-7	x	i
COc1ccc(CCn2c(N3CCN(Cc4ccccc4)CC3)nc3c2c(=O)[nH]c(=O)n3C)cc1	-4	x	10	1	-10	0.9	14	-2	4	i
Cc1ccccc1NC(=S)NCc1ccccc1	4	x	-9	-1	9	1.7	-6	2	4	i
C/C(=N\Nc1nncc2ccccc12)c1ccc(O)cc1	-1	1.7	16	-3	x	11	1	-12	1	-0.2
Cc1cc(C)c2c(c1)/C(=N\N=c1\sc3ccccc3n1C)C(=O)N2	7	-0.8	35	0	x	3.4	25	-5	11	-0.4
COc1ccc(-c2nc(C#N)c(NCCc3ccccc3)o2)cc1	4	1.3	6	-10	14	0.1	5	9	4	i
CN1/C(=C\C=N\NC(=O)c2ccc(O)cc2)C(C)(C)c2ccccc21	4	x	15	-3	x	-1.1	-2	-149	3	-0.3
O=C(c1cc2ccccc2oc1=O)N1CCCN(C(=O)c2cc3ccccc3oc2=O)CC1	x	0.8	1	-11	-7	-1.5	2	x	x	-0.5
O=C(c1ccc(N2C(=O)C3CC=C(Cl)CC3C2=O)cc1)N1CCCCC1 (stereo not drawn)	-5	x	7	-4	-2	-1.6	4	-6	10	x
Cc1ccc(S(=O)(=O)N2CCN(C(=O)c3cc4c(C)nn(-c5ccccc5)c4s3)CC2)cc1	6	x	-10	-7	-9	0.1	23	-6	20	-1.0
CCOc1ccccc1-c1nc(-c2ccncc2)no1	-5	x	2	-1	-2	-0.7	0	-1	1	i

Four entries picked at random from those above, as already listed:
SMILES	3CLpro inhibitor	TcdB GH inh	MazF activator	Anthrax LF inh2	SSB-PriA inh	PfHsp40 rescue	Yp Topo-I inh	Rv3671c protease	DUSP3 inh	BH1578 lux ind
CC12CC[C@H]3[C@@H](CCC4(O)C[C@H](O)CCC34/C=N/NC(=O)c3ccccc3F)C1(O)CCC2C1=CC(=O)OC1 (stereo partly drawn)	7	0.6	5	-1	i	0.2	1	-6	10	4.2
O=C(Nc1ccc(Cl)cc1)N1CCSCC1	2	x	1	-15	-6	-0.1	7	-5	6	i
CC[C@@]1(C(=O)OC)N[C@H](CN(C)S(=O)(=O)c2ccc(C(C)(C)C)cc2)[C@@H]2C(=O)N(Cc3ccccc3)C(=O)[C@@H]21	x	0.6	-12	0	-12	0.4	-6	3	x	-0.2
O=C(c1cc2ccccc2oc1=O)N1CCCN(C(=O)c2cc3ccccc3oc2=O)CC1	x	0.8	1	-11	-7	-1.5	2	x	x	-0.5

Remaining list, next part:
SMILES	3CLpro inhibitor	TcdB GH inh	MazF activator	Anthrax LF inh2	SSB-PriA inh	PfHsp40 rescue	Yp Topo-I inh	Rv3671c protease	DUSP3 inh	BH1578 lux ind
Cc1nn(CC(=O)Nc2ccc(Cl)cn2)c(C)c1[N+](=O)[O-]	5	x	-1	0	-4	-1.1	-14	0	-17	x
COc1ccc(OC)c(C=NN=Cc2cc(OC)ccc2OC)c1	x	-0.1	-8	6	x	x	1	x	x	-0.3
O=C1/C(=C/c2cccs2)SC(=S)N1c1cccc(O)c1	8	-0.5	14	-4	6	9.7	-7	-14	-3	i
Cn1c(=O)c2c(nc(N/N=C/c3ccc(OC(=O)c4ccco4)cc3)n2Cc2ccc(F)cc2)n(C)c1=O	5	x	2	0	x	1.9	-6	11	19	-0.1
Cc1nc(N2CCN(Cc3ccccc3)CC2)c(C#N)c2c1COC(C)(C)C2	-4	x	6	-2	-7	0.5	21	1	-5	-0.4
O=[N+]([O-])c1cc2c(cc1Br)CCN2	-6	-0.2	2	-8	9	-0.3	-2	9	20	i
CCOC(=O)N1CCC(NC(=O)c2cc(C(=O)Nc3ccc(S(=O)(=O)N4CCCCC4)cc3)ccc2CO)CC1	4	-0.6	-3	-2	-10	1.0	19	-17	-11	0.2
CCCOc1cc(C)c(S(=O)(=O)NCc2cccs2)cc1C	x	-0.8	1	-4	1	0.6	50	0	x	-1.2
CC(C)OC(=O)c1cc(C(=O)c2cc(Br)ccc2O)coc1=N	7	-1.8	-4	1	2	-0.8	-1	-1	2	-0.6
CCCCn1c(N)c(N(CCOC)C(=O)c2c(C)noc2C)c(=O)[nH]c1=O	x	-1.3	2	0	-6	1.5	9	11	x	-1.9
c1nc2ccc(Cc3ccc4nc[nH]c4c3)cc2[nH]1	-7	-5.3	-1	13	1	1.1	4	-4	13	-0.3
Cc1ccccc1NC(=O)NNC(=O)COc1ccc2ccccc2c1	1	2.3	2	0	-3	-0.8	3	-17	15	i
Cc1ccccc1C(=O)Nc1ccccc1C(=O)NCc1ccccc1	-5	x	-2	-3	-22	-1.0	4	-5	7	-0.2
O=c1c(-c2cccc(Cl)c2)c[nH]n1-c1ccccc1	7	2.8	3	-8	17	-0.3	-1	5	12	-0.8
O=C(NC(=S)N1CCN(CCO)CC1)C12CC3CC(CC(C3)C1)C2	-4	1.9	6	-5	-21	-0.5	2	5	-19	-0.4
O=C1/C(=C\c2ccco2)SC(=S)N1Cc1ccccc1	0	x	3	34*	-3	0.6	-5	0	18	i
O=C(Nc1cccc(C(=O)N2CCCCC2)c1)c1ccccc1	x	-0.1	3	-13	-2	-0.5	0	x	x	i
Cc1csc(SCC(=O)NCc2ccccc2Cl)n1	2	0.4	-1	-1	-10	0.2	5	-4	-1	-0.2
